Source: PubChem BioAssay (several laboratories)
SRC2 TRFRET art – flags TR-FRET format artefacts in PPARgamma SRC-2 recruitment agonist screen; actives 0.4% (n = 200,000); TR-FRET artefact counter-screen; active compounds read high; TR-FRET ratio at 8 µM; in the data active = TR-FRET ratio above about 2000; also: inactives centre near 1500
STAT3 activator – activators of IL-6 induced STAT3 signaling | activation (% of control), % at 5.6 µM | U3A cells, IL-6 STAT3-luciferase reporter, luminescence; 100% = signal with IL-6 EC80 alone | AID 871 | actives 0.91% (n = 190,000);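 active = activation above the screen-wide mean of compound activation plus 3 SD, cut at about 130% in these data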;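 also: 0% = background luminescence of wells with medium and substrate only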
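Material: human U3A cells carrying STAT3-luciferase construct. Measured by: reporter luminescence signal. Timing: compound 1 h, then IL-6 6 h at 37 °C.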
PPARg SRC3 recr – PPARgamma-driven SRC-3 recruitment agonism; activation, % at 8 µM; P37231; AID 731; biochemical PPARgamma/SRC-3 coactivator recruitment assay; actives 0.26% (n = 200,000); in the data active = activation above about 23%;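 also: 0% = DMSO and 100% = reference agonist; some compounds past the cut are filed as inactive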
Target sequence (P37231 whole entry, looked up): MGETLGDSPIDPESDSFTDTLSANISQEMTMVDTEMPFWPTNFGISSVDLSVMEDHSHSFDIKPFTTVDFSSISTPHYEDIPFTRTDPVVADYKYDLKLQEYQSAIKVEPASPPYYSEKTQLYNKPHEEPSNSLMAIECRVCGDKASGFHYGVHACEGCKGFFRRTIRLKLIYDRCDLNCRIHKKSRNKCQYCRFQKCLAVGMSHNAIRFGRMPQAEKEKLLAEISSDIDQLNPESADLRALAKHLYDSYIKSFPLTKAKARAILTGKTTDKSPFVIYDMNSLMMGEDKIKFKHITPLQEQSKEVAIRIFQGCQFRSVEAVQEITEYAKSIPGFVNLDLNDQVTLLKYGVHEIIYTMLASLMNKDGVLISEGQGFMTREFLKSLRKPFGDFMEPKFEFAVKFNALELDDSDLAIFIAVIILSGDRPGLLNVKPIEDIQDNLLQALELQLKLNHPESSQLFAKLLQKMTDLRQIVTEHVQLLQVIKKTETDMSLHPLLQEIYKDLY
bIAP inhibitor – blocks bovine intestinal alkaline phosphatase activity | purified bovine IAP, CDP-star luminescence, 30 min | inhibition, % at 20 µM | 190,000 tested, under 10 active;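 active = over 50% inhibition of intestinal alkaline phosphatase at 20 µM in the single-dose screen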
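test system = bovine IAP enzyme | medium = DEA buffer 100 mM, pH 9.8, with MgCl2 1.0 mM, ZnCl2 0.02 mM | detection = luminescence | dosing = single compound dose of 20 µM, 2% DMSO final | incubation = 30 min reaction at room temperature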
bIAP act – intestinal alkaline phosphatase (bovine) activation. actives 0.17% (n = 200,000). activation factor at 20 µM. purified bovine IAP, CDP-star luminescence, 30 min; active compounds read high; fold of DMSO-control signal, blank-subtracted;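 active = activation factor of 2 or more at 20 µM, a signal rise over negative controls twice the positive control's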
TNAP act hi DEA – TNAP (human) activation, high acceptor; activation factor at 20 µM; 200,000 tested, under 10 active; P05186; purified TNAP, CDP-star luminescence, 1 M DEA, 30 min; active compounds read high; 0 = EDTA background, 1 = DMSO-only activity;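 active = activation factor at least 2 at 20 µM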
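Test system – human TNAP · Doses – 20 µM single point · Incubation – 30 min, room temperature · Signal – luminescent substrate turnover signal · Read-out basis – activation factor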
STAT3 blocker – STAT3 signaling inhibition. actives 0.89% (n = 190,000). inhibition, % at 5.5 µM. U3A cells, IL-6 STAT3-luciferase reporter, luminescence; host cell line lacks STAT1;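 active = inhibition above the mean inhibition across all screened compounds plus 3 SD, cut at about 44% in these data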;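 also: 0% = DMSO only wells and 100% = 100 µM nifuroxazide control wells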
ROMK mod – human ROMK K+ channel modulation, primary screen; actives 2% (n = 130,000); B-score at 10 µM; Tet-inducible ROMK, thallium flux fluorescence; actives lie on both sides; AID 1918; P48048;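 active = signal ratio slope over the read window, or its plate-corrected B-score, at least 3 SD from the plate mean, either direction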;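 also: B-score of the F/F0 ratio slope over 7 to 12 s after thallium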
Target sequence (P48048 whole entry, looked up): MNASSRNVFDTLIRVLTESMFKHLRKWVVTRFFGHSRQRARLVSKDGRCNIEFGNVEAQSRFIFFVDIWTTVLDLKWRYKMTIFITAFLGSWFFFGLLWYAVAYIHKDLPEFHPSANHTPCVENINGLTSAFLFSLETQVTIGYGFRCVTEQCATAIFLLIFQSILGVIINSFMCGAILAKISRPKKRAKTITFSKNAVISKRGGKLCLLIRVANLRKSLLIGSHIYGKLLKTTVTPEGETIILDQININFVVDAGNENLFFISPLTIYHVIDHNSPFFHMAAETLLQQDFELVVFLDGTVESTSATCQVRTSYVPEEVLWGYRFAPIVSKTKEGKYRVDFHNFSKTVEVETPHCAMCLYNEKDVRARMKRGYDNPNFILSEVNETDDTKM
PPARg SRC1 recr – PPARgamma-driven SRC-1 recruitment agonism; P37231; activation, % at 8 µM; AID 631; actives 0.41% (n = 200,000); PPARgamma-SRC-1 coactivator recruitment biochemical assay; in the data active = activation above about 19%;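 also: 0% = DMSO and 100% = reference agonist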
STAT1 blocker – reduces IFN-gamma driven STAT1 reporter signal; NIH 3T3 STAT1-luciferase reporter, luminescence; inhibition, % at 5.5 µM; actives 0.35% (n = 200,000);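 active = inhibition above a set limit, the mean inhibition across all tested compounds plus 3 SD, cut at about 34% in these data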;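 also: 0% = IFN-gamma with DMSO and 100% = IFN-gamma with 300 µM nifuroxazide; values of inactives mirror those of a sister screen read the other way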
PPARg SRC-2 ag – promotes SRC-2 coactivator recruitment by human PPARgamma; P37231; PPARgamma LBD-SRC-2 recruitment, biochemical; activation, % at 8 µM; actives 0.34% (n = 200,000); AID 1032; in the data active = activation above about 22%;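 also: 0% = vehicle and 100% = reference agonist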
Starred values were filed as active, the others as inactive; . = no result given. No enrichment for hits; 3.7% or so of the library scored in one or more.

SMILES	SRC2 TRFRET art	STAT3 activator	PPARg SRC3 recr	bIAP inhibitor	bIAP act	TNAP act hi DEA	STAT3 blocker	ROMK mod	PPARg SRC1 recr	STAT1 blocker	PPARg SRC-2 ag
CCCCOC(=O)CCc1c(C)[nH]c(=O)c(C#N)c1C	1545	90	4	-4	1	1.1	16	.	-2	-1	-9
CC(C)OC(=O)C1C2C=CC3(CN(C(C)c4ccc(Br)cc4)C(=O)C13)O2 (centres undefined)	1583	104	-1	-6	1.1	1	5	.	3	4	0
Nc1ncnc(Oc2cccc(C(F)(F)F)c2)c1[N+](=O)[O-]	1663	111	1	3	1	1	-3	0.43	7	14	8
c1ccc(-c2nn3c(Cn4cnc5ccccc54)nnc3s2)cc1	1309	99	-3	6	0.9	1	4	.	0	1	-4
Cc1ccc(NS(=O)(=O)c2cc(C(=O)O)ccc2Cl)c(C)c1	1400	102	-5	8	0.9	1	2	0.28	-3	-7	2
CC(C)OC(=O)CSc1nnc(-c2cccnc2)n1N	1524	95	5	1	1	1	7	0.32	3	3	0
COc1cc(-c2nn3c(-c4ccccc4)nnc3s2)cc(OC)c1OC	1570	111	2	14	0.9	1	-8	-0.047	4	-6	6
CC(C)Cc1cc(C(=O)Nc2c(F)cc(F)cc2Br)no1	1645	96	5	25	0.8	1	10	.	-2	-2	5
O=C(Nc1ccc2c(c1)Cc1ccccc1-2)c1cccnc1	1579	93	1	3	1	1	15	-0.059	2	-58	3
Cc1ccccc1NC(=O)c1ccccc1	1709	94	17	7	0.9	1	12	.	3	3	8
Cc1cc(C)cc(N(C(=O)c2csnn2)C(C(=O)NC(C)(C)C)c2cccs2)c1 (centres undefined)	1591	113	-12	-3	1	1	-3	.	-13	0	-1
CCc1c(C)nc2ncnn2c1N1CCCC(C(=O)NCCc2ccccc2)C1 (centres undefined)	1399	100	2	2	1	1.1	7	-0.84	5	5	8
O=C(CNc1cccc(C(F)(F)F)c1)N/N=C/c1cccc(Br)c1	1729	95	-3	24	0.8	1	1	.	1	4	4
C=CCn1c(CCNC(=O)c2cccs2)nnc1SCC(=O)Nc1cccc(F)c1	1383	100	-6	2	1	1	0	-0.035	-2	6	0
COc1cccc(C2=CC(c3cc(OC)ccc3OC)n3nnnc3N2)c1 (centres undefined)	1511	103	-4	12	0.9	1	3	.	5	-4	-1
Cc1nn(CC(=O)OCC(=O)NC(C)c2ccccc2)c(C)c1[N+](=O)[O-] (centres undefined)	1462	102	-2	-4	1	1	3	0.0066	3	2	1
C/C(=N\OC(=O)c1ccc(F)cc1)c1nccs1	1431	104	-5	1	1	0.9	5	.	3	10	7
COc1cccc2sc(NN)nc12	1412	112	3	3	1	0.9	-7	0.26	-2	-17	-4
Cc1ccc(NCC(=O)c2ccc([N+](=O)[O-])cc2)cc1	1633	109	1	11	0.9	1	-2	-0.63	9	1	1
Nc1cc(C(=O)c2ccccc2)ccc1N1CCOCC1	1666	109	-5	5	1	1	-10	0.88	3	-24	1
COc1cc(NC(C(=O)Nc2cccc(C(C)=O)c2)c2ccccc2)cc(OC)c1OC (centres undefined)	1680	92	-4	.	0.5	1	11	.	2	26	2
CN(C)C(=O)CSc1nnc(CCNC(=O)OC(C)(C)C)o1	1787	96	8	0	1	1	7	-0.017	10	3	5
O=C(CNS(=O)(=O)/C=C/c1ccccc1)OC1CCOC1=O (centres undefined)	1382	105	-3	2	1	1	-4	0.055	2	-2	0
COc1cc(/C=N/NC(=O)CCn2nnc3ccccc32)ccc1O	1573	102	0	20	0.8	1	-1	0.18	2	-1	4
O=C(NC(=S)Nn1cnc2c(cnn2-c2ccccc2)c1=O)c1ccccc1	1552	98	6	0	1	1	4	.	-2	-4	-5

Some of the entries so far, with values under each structure.
The line under a structure holds: SRC2 TRFRET art, STAT3 activator, PPARg SRC3 recr, bIAP inhibitor, bIAP act, TNAP act hi DEA, STAT3 blocker, ROMK mod, PPARg SRC1 recr, STAT1 blocker, PPARg SRC-2 ag
C/C(=N\OC(=O)c1ccc(F)cc1)c1nccs1
 : 1431, 104, -5, 1, 1, 0.9, 5, ., 3, 10, 7
COc1cccc2sc(NN)nc12
 : 1412, 112, 3, 3, 1, 0.9, -7, 0.26, -2, -17, -4
Cc1ccc(NCC(=O)c2ccc([N+](=O)[O-])cc2)cc1
 : 1633, 109, 1, 11, 0.9, 1, -2, -0.63, 9, 1, 1
Nc1cc(C(=O)c2ccccc2)ccc1N1CCOCC1
 : 1666, 109, -5, 5, 1, 1, -10, 0.88, 3, -24, 1
COc1cc(NC(C(=O)Nc2cccc(C(C)=O)c2)c2ccccc2)cc(OC)c1OC (centres undefined)
 : 1680, 92, -4, ., 0.5, 1, 11, ., 2, 26, 2

Record cards (already shown).
Shown for Cc1nn(CC(=O)OCC(=O)NC(C)c2ccccc2)c(C)c1[N+](=O)[O-] (centres undefined) : SRC2 TRFRET art = 1462; STAT3 activator = 102; PPARg SRC3 recr = -2; bIAP inhibitor = -4; bIAP act = 1; TNAP act hi DEA = 1; STAT3 blocker = 3; ROMK mod = 0.0066; PPARg SRC1 recr = 3; STAT1 blocker = 2; PPARg SRC-2 ag = 1
Shown for CC(C)OC(=O)C1C2C=CC3(CN(C(C)c4ccc(Br)cc4)C(=O)C13)O2 (centres undefined) : SRC2 TRFRET art = 1583; STAT3 activator = 104; PPARg SRC3 recr = -1; bIAP inhibitor = -6; bIAP act = 1.1; TNAP act hi DEA = 1; STAT3 blocker = 5; ROMK mod = .; PPARg SRC1 recr = 3; STAT1 blocker = 4; PPARg SRC-2 ag = 0
Shown for CN(C)C(=O)CSc1nnc(CCNC(=O)OC(C)(C)C)o1 : SRC2 TRFRET art = 1787; STAT3 activator = 96; PPARg SRC3 recr = 8; bIAP inhibitor = 0; bIAP act = 1; TNAP act hi DEA = 1; STAT3 blocker = 7; ROMK mod = -0.017; PPARg SRC1 recr = 10; STAT1 blocker = 3; PPARg SRC-2 ag = 5

Additional entries.
SMILES	SRC2 TRFRET art	STAT3 activator	PPARg SRC3 recr	bIAP inhibitor	bIAP act	TNAP act hi DEA	STAT3 blocker	ROMK mod	PPARg SRC1 recr	STAT1 blocker	PPARg SRC-2 ag
COc1ccccc1-c1nnc(SCCN2CCOCC2)n1-c1ccc(C)cc1	1615	90	-4	-7	1.1	1.1	18	-0.1	8	10	3
O=C(C1=C[C@@H](c2ccc(Br)cc2)C[C@@H](OCCCCO)O1)N1CCN(Cc2ccccc2)CC1	1396	.	5	-15	1.2	1	.	.	-1	0	-1
CSc1nc2sc3c(c2c2nnnn12)CCCC3	2081*	101	70*	6	0.9	1	6	-0.12	45*	-2	20
C=CCn1c(C(C)(C)C)nc2ccccc21	1490	96	1	-8	1.1	1.1	12	0.42	-8	5	4
CCOC(=O)c1sc(=NC(=O)c2ccccc2)n(C)c1C	2392*	132	6	-2	1	1	-28	-1.3	3	-41	8
COc1ccc(NC(=O)c2oc3cc(C)c(C)cc3c2C)c(OC)c1	1355	94	3	39	0.6	1	10	.	-6	1	-9
CC(CCc1ccccc1)NC(=O)CSc1ccccc1 (centres undefined)	1638	96	2	-8	1.1	1	2	-0.12	5	4	8
CC(C)CCn1nnnc1C(c1ccc(F)cc1)N1CCN(C(=O)c2ccco2)CC1 (centres undefined)	1570	106	-5	0	1	1	-4	-0.84	6	4	4
Cc1noc(C)c1COC(=O)c1cccnc1SCC(=O)Nc1ccc2c(c1)OCO2	1421	111	-1	2	1	1.1	-11	-1.2	8	-11	8
O=C(O)C(F)(F)S(=O)(=O)O	1432	103	-5	7	0.9	1.1	-2	0.81	-5	3	-1
Cc1cccc(NC(=O)C2CCN(S(=O)(=O)c3cccc4nsnc34)CC2)c1	1540	103	-1	18	0.8	1	6	-0.6	4	4	-3
CCN1CCN(c2cc(C)c3cc(NC(=O)Cc4ccccc4OC)ccc3n2)CC1	1649	99	2	-7	1.1	1	6	-1.4	-5	-4	13
Nn1cc(-c2ccccc2)nc1SCC(=O)NCCc1ccccc1	1457	100	5	-9	1.1	1	7	0.034	6	0	-4
CC1CC(C)CN(C(=O)c2ccc(NC(=O)c3ccc(=O)[nH]c3)cc2)C1 (centres undefined)	1415	97	4	9	0.9	1	4	1.4	-2	-10	-5
Cc1csc(SCC(=O)NC(C)c2ccc(F)cc2)n1 (centres undefined)	1302	107	3	-6	1.1	1	0	0.26	-4	-1	-8
CCOC(=O)N1CCN(C(=O)C2CCN(S(=O)(=O)c3ccc(OC)cc3)CC2)CC1	1399	98	-5	-6	1.1	1	7	1.6	0	1	-5
Fc1ccc2c(c1)C1C=CCC1C(c1cc3c(cc1Br)OCO3)N2 (centres undefined)	1789	98	12	2	1	1	8	.	2	7	1
Cc1cc(=O)[nH]c(SCC(=O)Nc2ccc(F)c([N+](=O)[O-])c2)n1	1766	98	4	0	1	1.1	2	-0.0029	6	1	10
COc1ccc(-n2c(=O)c3ccccc3n(CC(=O)NC3CCCC3)c2=O)cc1	1650	97	7	3	1	1	10	.	8	6	10
Cc1ccnc(NC(=O)C(C)n2cc([N+](=O)[O-])cn2)c1 (centres undefined)	1499	96	-8	-3	1	1	11	0.67	0	1	-4
CC(=O)N1CCN(c2ccc(NC(=S)NC(=O)COc3ccc(C(C)(C)C)cc3)cc2)CC1	1713	94	-3	12	0.9	1	5	-0.46	-9	17	-3
COc1ccc(N=NC2=C(O)CC(C)(C)CC2=O)c(OC)c1	1543	101	-5	10	0.9	0.7	2	.	-7	2	2
Cc1cc(C)c2ccc3c(C)c(C)n(C)c3c2n1	1586	99	1	2	1	1	2	0.1	6	-9	1
O=C(CSc1nnc2scc(-c3ccccc3)n12)N1CCN(Cc2ccccc2)CC1	1496	95	0	-6	1.1	1.1	11	.	11	0	2
O=c1c(-c2ccc3c(c2)OCCO3)c(C(F)(F)F)oc2cc(O)cc(O)c12	1493	99	10	11	0.9	1.1	4	-5.2*	3	-3	10
COc1ccccc1-c1cc(-c2ccccc2)nc(SC(C(N)=O)c2ccccc2)c1C#N (centres undefined)	3201*	106	-1	-2	1	1	1	0.12	8	3	7
Cc1cc(N2CCCC2=O)cc(C)c1S(=O)(=O)NCCOc1ccc(C(C)(C)C)cc1	1419	100	4	16	0.8	1.1	4	-2.3	1	24	13
Cc1ccccc1NC(=O)c1c(F)c(F)c(F)c(F)c1F	1432	104	5	11	0.9	1	-2	.	0	-1	17
CCCCNC(=O)CSc1nc(COc2ccccc2)nc2ccccc12	1575	87	-3	2	1	1.1	20	-0.9	7	13	0
